Source: PubChem
TRHR enhancer – qHTS for Small Molecule Agonists and Allosteric Enhancers of Human TRH Receptor: Primary Screen for Enhancers | Thyrotropin-releasing hormone receptor (Homo sapiens), P34981 | TRHR cells, fluo-8 calcium fluorescence, EC20 TRH enhancement | enhancement, % at 2 µM | 0.66% of 360,000 active | AID 493056, 2011; in the data active = enhancement above about 30%; also: 0% is about no effect
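Enhancer read-out: after compound pinning and an initial kinetic agonist-mode read, an EC20 of TRH (10 nM final) was injected and fluo-8 calcium signal (Ex 480/Em 530) followed at 1 s/cycle for 100 cycles in TRHR-expressing cells.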
RXFP1 antagonist – qHTS Assay for Antagonists of the Relaxin Receptor RXFP1; activity change, negative = inhibition, % at 57.5 µM; HEK293-RXFP1, relaxin-stimulated cAMP HTRF, 30 min; active compounds read low; 0.59% of 350,000 active; Relaxin receptor 1 (Homo sapiens), Q9HBX9;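 active = activity change of -60% or lower, but not beyond a set lower limit; inconclusive = change between -60% and -40%, or beyond the set limit; inactive = change above -40%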; also: % is scaled to controls: 0 for no effect and ±100 for the full control effect
D1 antagonist – Antagonist of Human D 1 Dopamine Receptor: qHTS; activity change, negative = inhibition, % at 10 µM; HEK293 TREx D1 cells, calcium flux, dopamine EC80; active compounds read low; D(1A) dopamine receptor (Homo sapiens), P21728; 3.2% of 360,000 active; in the data active = activity change below about -30%; also: % is scaled to controls: 0 for no effect and ±100 for the full control effect
Target sequence (P21728 whole entry, looked up): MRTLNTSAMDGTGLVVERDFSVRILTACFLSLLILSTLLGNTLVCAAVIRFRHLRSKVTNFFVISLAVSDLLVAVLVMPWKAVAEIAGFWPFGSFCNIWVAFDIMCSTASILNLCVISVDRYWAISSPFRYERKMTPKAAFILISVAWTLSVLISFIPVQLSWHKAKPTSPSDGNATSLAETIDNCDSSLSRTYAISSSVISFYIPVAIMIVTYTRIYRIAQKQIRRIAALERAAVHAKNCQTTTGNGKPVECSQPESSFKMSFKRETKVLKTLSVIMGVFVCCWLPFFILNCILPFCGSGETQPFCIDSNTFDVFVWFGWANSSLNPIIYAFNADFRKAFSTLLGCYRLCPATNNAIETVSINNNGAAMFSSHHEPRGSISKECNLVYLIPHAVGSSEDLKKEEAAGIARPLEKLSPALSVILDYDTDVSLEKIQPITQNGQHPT
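HEK293 T-REx cells expressing inducible, force-coupled D1 receptor; no-wash Ca dye, 30–90 min RT. Cmpd → 180 s read at 1 Hz → EC80 DA → 180 s read.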
D2 potentiator – HTS Assay for Positive Allosteric Modulators of the Human D2 Dopamine Receptor: Primary Screen for Potentiators. AID 485347, 2010. potentiation, % at 10 µM. D(2) dopamine receptor (Homo sapiens), P14416. 0.34% of 340,000 active. HEK293 T-REx D2, calcium flux, EC20 dopamine potentiation;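 active = potentiation over 3 SD above the plate norm, cut at about 30% in these data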; also: 0% is about no effect
Target sequence (P14416 whole entry, looked up): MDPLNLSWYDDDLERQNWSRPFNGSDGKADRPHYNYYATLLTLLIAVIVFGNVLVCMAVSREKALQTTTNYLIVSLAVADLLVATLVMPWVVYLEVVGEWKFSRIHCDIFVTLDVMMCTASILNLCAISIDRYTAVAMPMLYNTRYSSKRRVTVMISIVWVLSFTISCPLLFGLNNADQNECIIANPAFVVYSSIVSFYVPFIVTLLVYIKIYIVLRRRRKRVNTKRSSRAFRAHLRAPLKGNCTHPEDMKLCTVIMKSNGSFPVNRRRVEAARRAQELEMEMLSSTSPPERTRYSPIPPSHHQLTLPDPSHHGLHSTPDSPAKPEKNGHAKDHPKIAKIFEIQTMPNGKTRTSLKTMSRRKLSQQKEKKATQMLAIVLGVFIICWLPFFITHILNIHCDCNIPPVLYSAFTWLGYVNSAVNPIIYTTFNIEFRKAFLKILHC
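Potentiation of an EC20 dopamine calcium response is measured in a force-coupled, tetracycline-inducible Hek293 Trex D2 line. Compound-only kinetic reads over 180 s flag agonists before dopamine addition.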
TRHR agonist – qHTS for Small Molecule Agonists and Allosteric Enhancers of Human TRH Receptor: Primary Screen for Agonists; Thyrotropin-releasing hormone receptor (Homo sapiens), P34981; TRHR cells, calcium flux fluo-8, FDSS agonist mode; 0.18% of 360,000 active; activation, % at 2 µM; also: 0% is about no effect
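TRHR-expressing cells loaded with fluo-8 calcium dye; 23 nL library compound pin-transferred, kinetic FDSS fluorescence (Ex 480/Em 530) recorded about 180 s for agonist-induced calcium release, before a 10 nM TRH EC20 addition for potentiator mode.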
D1 ag – Allosteric Agonists of the Human D1 Dopamine Receptor: qHTS | D(1A) dopamine receptor (Homo sapiens), P21728 | HEK293 T-REx D1 cells, calcium flux, agonist mode | activation, % at 2 µM | 1% of 360,000 active; also: 0% is about no effect
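Tetracycline-induced HEK293 TREx D1 cells, force-coupled to calcium signalling, were dye-loaded with a no-wash calcium kit. Compound was pin-added after a 10 s baseline. Fluorescence was read kinetically at 1 cycle/s for 180 s, with calcium rises flagged as agonism.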
D2 antagonist – HTS Assay for Allosteric Antagonists of the Human D2 Dopamine Receptor: Primary Screen for Antagonists. D(2) dopamine receptor (Homo sapiens), P14416. HEK293 TREx D2 cells, calcium flux, dopamine EC80. 2% of 340,000 active. inhibition, % at 10 µM; in the data active = inhibition above about 30%; also: 0% is about no effect
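Overnight-induced (tetracycline, 30 C) HEK293 T-REx cells carrying force-coupled D2 receive a no-wash calcium dye, then compound, then EC80 dopamine at 180 s; signals are read kinetically throughout.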
D2 ag – HTS Assay for Allosteric Agonists of the Human D2 Dopamine Receptor: Primary Screen for Agonists. D(2) dopamine receptor (Homo sapiens), P14416. HEK293 T-REx D2 cells, calcium flux agonist mode. activation, % at 2 µM. 0.53% of 340,000 active;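 active = activation over 3 SD above normal in the single-dose calcium agonist read, cut at about 30% in these data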; also: 0% is about no effect
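Agonism is scored from calcium flux in a force-coupled, inducible HEK293 cell line expressing D2, read kinetically for 180 s after compound addition against dopamine controls.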
D1 potentiator – Potentiators of Human D1 Dopamine Receptor: qHTS; AID 504651, 2011; HEK293 TREx D1 cells, calcium flux, dopamine EC20 potentiation; D(1A) dopamine receptor (Homo sapiens), P21728; 0.036% of 360,000 active; potentiation, % at 10 µM; in the data active = potentiation above about 30%; also: 0% is about no effect
* marks the source's active call; other numbers are inactive results; ? = inconclusive; . = no result given. Rule as the data show it, unless noted: active = activation above about 30%; inactive = the rest.

smiles | TRHR enhancer | RXFP1 antagonist | D1 antagonist | D2 potentiator | TRHR agonist | D1 ag | D2 antagonist | D2 ag | D1 potentiator
COCCCNc1nc2ccccc2nc1NS(=O)(=O)c1cccs1 | -2 | -1 | 1 | 6 | 0.0 | 5 | 1 | 0.3 | 1
Cc1nc2c(C#N)cnn2c2c1CCNN2C | -5 | -5 | . | 10 | -0.4 | -2 | 21 | -0.8 | -6
Cc1cc(OCc2nc3ccccc3s2)ccc1N | 0 | -15 | -7 | 5 | -0.7 | 4 | -5 | 0.1 | 7
O=C(Nc1ccc(C(F)(F)F)cc1-c1ccccc1)c1ccccc1 | 3 | -14 | 22 | . | -0.8 | 22 | . | . | -3
C[C@@H](C(=O)NCc1ccccn1)[C@H]1C[C@]1(C)[C@H](NC(=O)OCc1ccccc1)c1ccccc1 | -2 | . | 11 | 0 | -1.2 | 4 | -6 | 2.9 | -1
COc1c(O)ccc(/C=N/NC(=O)c2ccc3c(c2)OCCO3)c1[N+](=O)[O-] | 8 | -5 | 1 | 2 | 0.4 | 4 | 5 | -0.7 | 1
Cc1cc(F)c(F)c(C(=O)N2C(C)CCCC2C)c1Cl (configuration not stated) | 13 | 5 | 7 | 4 | -0.5 | 0 | . | . | 0
C1=C(C(c2nnnn2C2CCCCC2)N2CCCCC2)COc2ccccc21 (configuration not stated) | -5 | -11 | 8 | 7 | 0.1 | 3 | -12 | -0.5 | -5
CCOc1ccc(/C=C/C(=O)OCC(=O)c2ccccc2OC)cc1OC | 3 | 0 | 1 | 3 | 0.6 | 7 | 23 | 0.8 | -3
c1cncc(-c2nc(Oc3ccc(-c4nnco4)cc3)c3c4c(sc3n2)CCCC4)c1 | 5 | . | 2 | -11 | 0.0 | 0 | 3 | 1.0 | -1
CCC12CCCN3CCC4(C(=C(C(=O)OC)C1)Nc1ccccc14)C32 (configuration not stated) | -2 | -26 | 7 | -6 | 0.3 | 1 | -4 | 0.3 | -2
O=C(CCN1CCN(S(=O)(=O)c2ccc(F)cc2)CC1)Nc1ccccc1F | 4 | 7 | 0 | 7 | -0.1 | 2 | -18 | -0.4 | -1
Cc1cc(C(F)(F)F)n(-c2nc(C(=O)O)cs2)n1 | -4 | -17 | -26 | -4 | 0.2 | 4 | -3 | 0.1 | -5
O=C(c1cc(-c2ccc(Cl)cc2)n(-c2ccc(Cl)c(Cl)c2)n1)N1CCOCC1 | 6 | -4 | 9 | 3 | 0.6 | 5 | 10 | -0.2 | -2
CCCCNc1ncnc2c1cnn2-c1ccc(Cl)cc1 | 17 | . | -4 | 0 | 1.7 | 1 | 6 | 1.7 | -8
O=C(Nc1ccc(C(=O)NCCCN2CCCCC2)cc1)C1=CSCCO1 | -5 | 4 | 13 | . | 1.1 | 2 | . | . | -3
O=C(c1ccc2c(c1)OCO2)C1CCCN(Cc2cn[nH]c2-c2cccc(F)c2)C1 (configuration not stated) | -4 | ? | 0 | -10 | -0.3 | 3 | 5 | -1.9 | -2
CCCc1nc2sc3c(c2c(=O)n1NC(=O)CCC(=O)OC)CCCC3 | 1 | -1 | -8 | . | 0.8 | 1 | . | . | 9
Cc1ccc(C)c(N2CCN(S(=O)(=O)c3ccc(-c4cnc(C5CC5)o4)cc3)CC2)c1 | 0 | . | -4 | 0 | 0.0 | 2 | . | -0.2 | 1
COc1cccc(CC2(CO)CCCN(Cc3ccc(CO)o3)C2)c1 (configuration not stated) | 9 | 7 | -17 | 9 | -0.3 | 1 | 8 | 1.5 | 2
CC(=O)NCC(=O)N(c1c(C)n(C)n(-c2ccccc2)c1=O)C1(C(=O)NC2CCCC2)CCCCC1 | 6 | -15 | -18 | 2 | 0.0 | 2 | -13 | 0.9 | -8
O=C(CN1CCN(C2CCCCC2)CC1)Nc1ccc(Br)cc1 | 2 | -3 | -22 | -8 | -0.3 | 1 | -1 | 0.5 | 4
O=S(=O)(Nc1cc(F)ccc1F)c1cccc2nonc12 | 4 | -3 | 7 | 10 | -0.1 | 2 | -7 | 0.4 | 5
CCCCNC(=O)C1CCN(c2nc3ccc(C)cc3[nH]2)CC1 | -7 | -6 | -2 | 6 | -0.2 | 1 | . | 0.4 | 5
Cc1ccccc1NC(=O)CCN1C(=O)c2ccccc2C1=O | 4 | 8 | 10 | 7 | 0.0 | 2 | 18 | 0.1 | -1
CC1=C(C(=O)OCc2ccccc2)C(c2ccc(Cl)cc2Cl)NC(=O)N1CCCC(=O)O (configuration not stated) | -2 | . | -2 | -4 | -0.6 | 16 | 1 | 0.1 | -2
Cc1ccc(Cn2cccc(NC(=O)CCC3CCCC3)c2=O)cc1 | 1 | ? | 2 | -1 | -0.2 | 1 | 6 | -1.9 | 0
CCC(=O)N1CCc2cc(S(=O)(=O)CCC(=O)Nc3ccc(F)c(F)c3)ccc21 | 0 | 5 | -1 | 6 | -0.7 | 1 | 16 | -1.6 | -5
COc1ccc(Cl)cc1NC(=O)c1ncn(-c2ccccc2)n1 | -4 | -4 | 5 | -15 | 0.5 | 1 | . | 0.4 | 1
O=C(NCc1ccc(Cl)cc1)C1CCCN(c2ncnc3c2nc2n3CCCCC2)C1 (configuration not stated) | -1 | 4 | 22 | 0 | -0.4 | 3 | -6 | -1.2 | 0
CCOC(=O)C1CCN(C(=O)Cn2c(=O)c3cccn3c3cccnc32)CC1 | -1 | 12 | -15 | 3 | 0.2 | 7 | -5 | 0.2 | -8
O=C(Cc1ccccc1)NNS(=O)(=O)c1ccc([N+](=O)[O-])cc1 | -3 | 1 | -3 | -7 | -0.5 | 5 | 1 | -1.6 | 17
COc1ccc(/C=C/C(=O)c2cc(Br)ccc2O)cc1OC | -1 | -3 | 1 | 2 | 0.3 | 1 | 17 | 3.3 | 4
COc1ccc(/C=C2\CCn3c2nc2cc(C(=O)O)ccc2c3=O)cc1OC | 0 | -5 | 4 | -11 | 0.2 | 8 | 7 | -1.1 | -4
COc1ccc(Cc2nnc(SCC(=O)Nc3ccccc3C#N)o2)cc1 | -3 | -12 | 0 | 9 | -0.3 | 4 | 17 | -0.2 | -5
COc1ccc(CCN=C(N)NS(=O)(=O)c2ccc(F)cc2)cc1 | -1 | -1 | -13 | 2 | -0.3 | 3 | 2 | 0.0 | -2
CCCSc1cc(=O)n(-c2ccccc2)nc1C(=O)O | -1 | -2 | 6 | 3 | 0.6 | 4 | 4 | 7.8 | -4
CCCc1cc(=O)[nH]c(SCC(=O)Nc2cccc(S(=O)(=O)N3CCOCC3)c2)n1 | 5 | -10 | 5 | 2 | 0.1 | 7 | 3 | -0.5 | .
O=[N+]([O-])c1cccc(Oc2cnccn2)c1 | 2 | 2 | 14 | . | 0.5 | 0 | 8 | -3.2 | -7
CCn1c(=O)c(C(=O)NCCNCCO)c(O)c2ccccc21 | 1 | -6 | -2 | -3 | 0.0 | 0 | -8 | -0.2 | -7
Cc1ccc(NC(=O)C2CCCCC2C(=O)O)cc1Cl (configuration not stated) | -6 | 11 | 5 | -3 | 0.4 | 5 | -8 | 0.1 | -3
O=C(NCCCN1CCOCC1)C1CCN(S(=O)(=O)c2cccc(C(F)(F)F)c2)CC1 | -1 | 3 | -12 | 6 | -0.3 | 3 | 10 | 0.4 | -6
COc1ccc(CNc2ncnc(N)n2)cc1 | 1 | 1 | 6 | -6 | -0.3 | -1 | 14 | 1.3 | -1
Cc1nonc1C1CCCN1Cc1cn[nH]c1-c1ccc(-c2ccccc2)cc1 (configuration not stated) | 0 | -1 | 3 | 7 | 0.3 | 3 | 9 | 0.1 | 7
CCC(c1nnnn1C(C)(C)CC)N(CCCO)Cc1cc2cc(C)cc(C)c2[nH]c1=O (configuration not stated) | 2 | -3 | -16 | 4 | 0.0 | 2 | -15 | 1.0 | 1
O=c1[nH]cc(S(=O)(=O)N2CCN(c3cccc(Cl)c3)CC2)c(=O)[nH]1 | 6 | -4 | -8 | 10 | 0.1 | 7 | -25 | 0.9 | -2
COc1ccc(/C=C2\SC(=O)N(CCC(=O)N3CCN(C)CC3)C2=O)cc1 | -3 | 0 | -16 | -3 | 0.2 | 1 | 2 | -0.2 | 0
CN(C)S(=O)(=O)c1cccc(NC(=O)CCc2c[nH]c3ccccc23)c1 | 2 | -15 | -27 | -9 | 0.1 | 11 | 16 | -5.5 | -10
CCOCCCNC(=O)C(c1ccc(OC)cc1)N(Cc1ccc2c(c1)OCO2)C(=O)CNC(C)=O (configuration not stated) | -1 | -2 | -19 | -24 | 0.6 | -2 | -20 | -0.6 | -7
CCOC(=O)C1CCN(C(=O)COc2ccc3c(c2)OCO3)CC1 | -1 | -5 | 3 | . | 0.1 | 0 | -4 | 6.5 | -9
CC(C(=O)Nc1cccc([N+](=O)[O-])c1)N(c1ccccc1)S(C)(=O)=O (configuration not stated) | 8 | -2 | . | -9 | -0.3 | -1 | -1 | -0.2 | -4
Cc1ccc(CNC(=O)COC(=O)c2ccc(S(=O)(=O)N3CCCC3)cc2)cc1 | -5 | -17 | -30* | 0 | -0.3 | 4 | 9 | 0.5 | -3
Cc1ccc(OCc2cc(C(=O)N(C)Cc3cnc4ccccn34)no2)cc1C | 3 | 2 | 39 | -2 | -0.1 | 10 | 15 | -0.9 | -7

Looked up by compound from the entries so far (4):
smiles | TRHR enhancer | RXFP1 antagonist | D1 antagonist | D2 potentiator | TRHR agonist | D1 ag | D2 antagonist | D2 ag | D1 potentiator
CC(C(=O)Nc1cccc([N+](=O)[O-])c1)N(c1ccccc1)S(C)(=O)=O (configuration not stated) | 8 | -2 | . | -9 | -0.3 | -1 | -1 | -0.2 | -4
CCC(c1nnnn1C(C)(C)CC)N(CCCO)Cc1cc2cc(C)cc(C)c2[nH]c1=O (configuration not stated) | 2 | -3 | -16 | 4 | 0.0 | 2 | -15 | 1.0 | 1
CCOCCCNC(=O)C(c1ccc(OC)cc1)N(Cc1ccc2c(c1)OCO2)C(=O)CNC(C)=O (configuration not stated) | -1 | -2 | -19 | -24 | 0.6 | -2 | -20 | -0.6 | -7
O=C(NCCCN1CCOCC1)C1CCN(S(=O)(=O)c2cccc(C(F)(F)F)c2)CC1 | -1 | 3 | -12 | 6 | -0.3 | 3 | 10 | 0.4 | -6

No enrichment for hits; about 7.3% have a hit in one of these screens.
